Source: PubChem BioAssay
Wnt bcat act – Wnt/beta-catenin pathway activation; Wnt/beta-catenin reporter cell assay, activator, plate reader; activation, % at 9.35 µM; 1.2% of 300,000 active; in the data active = activation above about 30%, passing the limit was not always enough; inconclusive = no clear call, values can overlap the other calls;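 also: 0% = neutral control wells and 100% = positive control wells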
V-ATPase pHluor – regulators of yeast V-ATPase proton transport. response, % at 10 µM. AID 504577. 0.37% of 350,000 active. S. cerevisiae, pHLuorin cytosolic pH fluorescence; in the data active = response mostly above about 7.3%, no sharp cut-off; inactive = mostly below about 5.4%; also: actives read high; inactives centre near 0; some compounds called inactive have numbers as strong as hits
RTF Ca sens act – increases calcium sensitivity of human cardiac regulated thin filaments; P19429+P45379; IANBD-labeled TnC RTF fluorescence at EC20 calcium; 0% EC20 calcium, 100% full calcium; activation, % at 7.2 µM; 0.24% of 340,000 active; AID 493008;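 active = activation above the mean over all tested compounds plus 3 SD, cut at about 30% in these data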;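 also: rise in fluorescence read as greater calcium sensitivity of cardiac thin filaments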
Tat transport – blocks Tat-dependent protein export in E. coli; E. coli MC4100 TorA-mCherry Tat export, fluorescence; inhibition, % at 10 µM; 0.036% of 340,000 active;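 active = mean replicate inhibition at least 50% and at least half of replicates individually reaching 50%; inconclusive = only one of the two criteria met; inactive = neither criterion met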;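 also: exported cargo escapes ClpAP degradation while cytoplasmic cargo is degraded and loses fluorescence; 0% = median of neutral control wells and 100% = median of NaSCN control wells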
CDK5 inh – blocks human CDK5/p35 kinase activity. Q00535+Q15078. Recombinant CDK5/p35, ADP-Glo luminescence, 60 min. inhibition, % at 10 µM. 0.01% of 330,000 active. AID 488839;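 active = highest replicate inhibition of at least 50% and at least 75% of replicates reaching 50%; inconclusive = only one of the two criteria met; inactive = both criteria failed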;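 also: plate controls were DMSO neutral control for no effect and GW8510 at 10 µM for full effect; many of its hits are not listed in these tables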
Target sequence (Q00535 whole entry, looked up): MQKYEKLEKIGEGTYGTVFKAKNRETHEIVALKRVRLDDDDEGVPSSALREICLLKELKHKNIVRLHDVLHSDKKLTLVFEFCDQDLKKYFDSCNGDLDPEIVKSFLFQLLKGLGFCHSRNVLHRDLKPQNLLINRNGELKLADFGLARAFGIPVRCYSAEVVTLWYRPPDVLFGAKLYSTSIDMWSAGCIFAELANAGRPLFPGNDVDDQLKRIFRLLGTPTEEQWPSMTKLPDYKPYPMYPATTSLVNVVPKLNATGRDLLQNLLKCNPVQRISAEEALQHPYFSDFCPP
Target sequence (Q15078 whole entry, looked up): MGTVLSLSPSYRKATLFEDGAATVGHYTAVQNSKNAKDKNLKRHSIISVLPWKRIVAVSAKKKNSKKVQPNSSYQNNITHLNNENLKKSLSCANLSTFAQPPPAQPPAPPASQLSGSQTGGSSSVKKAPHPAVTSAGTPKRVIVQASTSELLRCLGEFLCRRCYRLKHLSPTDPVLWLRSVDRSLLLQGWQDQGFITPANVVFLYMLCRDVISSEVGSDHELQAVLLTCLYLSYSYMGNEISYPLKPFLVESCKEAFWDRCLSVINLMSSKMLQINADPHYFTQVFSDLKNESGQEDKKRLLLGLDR
MITF act – activators of MITF-driven TRPM1 promoter activity in SK-MEL-5 cells. AID 588334. SK-MEL-5 TRPM1-promoter luciferase, 24 h; % of positive control, neutral wells = 0. activation, % at 12.5 µM. 0.75% of 300,000 active;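 active = mean activation of at least 80% with every replicate also reaching 80%; inconclusive = mean reaches 80% but some replicate falls short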;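 also: 0% = neutral control wells and 100% = parthenolide positive control wells; values of inactives mirror those of a sister screen read the other way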
Rtt109 HAT inh – inhibitors of Candida albicans Rtt109/Vps75 histone acetyltransferase. inhibition, % at 34.9 µM. Q5AAJ8. purified Rtt109/Vps75, ThioGlo CoA-SH fluorescence, 4 h. 0.16% of 330,000 active;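 active = inhibition of at least 50% in every replicate; inconclusive = best replicate reaches 50% inhibition but some replicates fall short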
Target sequence (Q5AAJ8 whole entry, looked up): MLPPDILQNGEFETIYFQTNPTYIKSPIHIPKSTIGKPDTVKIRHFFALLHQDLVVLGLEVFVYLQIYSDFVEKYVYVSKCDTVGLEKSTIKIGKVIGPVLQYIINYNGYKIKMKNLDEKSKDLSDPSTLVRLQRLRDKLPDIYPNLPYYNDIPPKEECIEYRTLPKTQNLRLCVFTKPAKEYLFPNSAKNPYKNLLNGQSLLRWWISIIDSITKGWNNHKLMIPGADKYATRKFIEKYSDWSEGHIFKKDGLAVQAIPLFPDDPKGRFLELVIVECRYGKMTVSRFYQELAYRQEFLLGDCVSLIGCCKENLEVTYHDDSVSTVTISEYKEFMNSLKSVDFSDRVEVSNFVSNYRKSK
CAL PDZ FP-1 – blocks peptide binding to the human CAL PDZ domain. Q9HD26. purified CAL PDZ, TMR-peptide fluorescence polarization, 1 h. inhibition, % at 24.9 µM. 0.92% of 300,000 active. AID 602252;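 active = mean inhibition of at least 30% with at least half of replicates also reaching 30%; inconclusive = no clear call, values can overlap the other calls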;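 also: 0% = DMSO neutral control and 100% = excess unlabeled competitor peptide PRC23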
CAL PDZ FP-2 – inhibitors of human CAL PDZ peptide binding; Q9HD26; purified CAL PDZ, TMR-peptide fluorescence polarization, 1 h; inhibition, % at 20 µM; 0.02% of 330,000 active; AID 504414;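 active = highest replicate inhibition of at least 40%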;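 also: plate controls were DMSO neutral control wells for no effect and unlabeled competitor peptide control wells for full effect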
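Read-out basis: mP drop reported as inhibition | Assay system: Tagged CAL PDZ protein CerCALP, purified | Benchmarks: Unlabelled peptide for full inhibition, DMSO wells as neutral | Schedule: 1 h incubation at room temperature before polarization reading | Buffer or medium: Sodium phosphate/NaCl buffer pH 7.4 with TCEP, IgG, Thesit | Doses: Single point, 20 µM | Measured by: Fluorescence polarization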
dFosB act – enhances mouse delta FosB homodimer DNA binding; P13346; purified delta FosB, TAMRA-CDK5 oligo fluorescence polarization; percent of positive-control signal above neutral wells; activation, % at 25 µM; 0.99% of 340,000 active; AID 493131;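 active = mean activation above about 17%, with every replicate also reaching it, limit read from the data, passing the limit was not always enough; inconclusive = only one of the two conditions met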;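 also: fluorescence polarization rise as delta FosB binds a TAMRA Cdk5 AP-1 oligo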
* marks the source's active call; other numbers are inactive results; ? = inconclusive; nt = not tested or not shown; & = joins results of further samples.

cpd	structure	Wnt bcat act	V-ATPase pHluor	RTF Ca sens act	Tat transport	CDK5 inh	MITF act	Rtt109 HAT inh	CAL PDZ FP-1	CAL PDZ FP-2	dFosB act
1	CN(Cc1nc(-c2ccccn2)no1)S(=O)(=O)c1ccccc1	1	-4	-2	-3	-0.8	nt	-2	nt	-0.8	-9
2	Cc1ccc(C(=O)N/C(=C/c2ccco2)C(=O)NCCCn2ccnc2)cc1	1	-1	-3	-4	-0.9	10	3	-2	-0.4	-7
3	N#Cc1ccccc1NC(=O)CN1CCOCC1	2	-4	-4	1	0.7	10	-2	-3	2.2	0
4	Cc1ccc(NC(=O)Cn2c(O)c(N=NC(N)=S)c3ccccc32)cc1	-2	-4	-8	5	-1.3	-41	-5	-1	-1.4	14
5	CCOc1ccccc1OCCC(=O)OCC(=O)Nc1c(C)nn(-c2ccccc2)c1C	0	2	-4	-5	-1.5	10	1	-1	-2.0	-4
6	COCCNC(=O)CN(C(=O)c1ccc(N2CCCC2)nc1)c1ccc(Cl)cc1	-3	4	-8	1	0.2	nt	7	0	-1.0	-6
7	CCCN(CC(=O)Nc1cc(C)on1)S(=O)(=O)c1cccc(C(F)(F)F)c1	0	-3	3	-10	0.9	-13	-8	2	-1.0	4
8	Cc1ccc(NC(=O)CSc2nc(N)cc(=O)[nH]2)cc1Cl	-8	4	2	-4	-0.7	7	-2	-2	-1.1	3
9	Cc1nc2c(c3c1[nH]c1ccccc13)C(=O)CC(C)(C)C2	-1	-3	-9	-9	1.3	3	-1	-2	-0.3	-3
10	CCC(c1nnc(SCC(=O)Nc2ccc(C(=O)Nc3ccccc3OC)cc2)o1)N(C)C (stereo not given)	nt	0	-1	3	-0.4	8	-2	-4	-0.2	4
11	CCN(CC)C(=O)c1ccc(-c2nnc(Nc3ccc(C(=O)NC)cc3)c3ccccc23)cc1	-1	-1	7	5	0.0	nt	-2	-7	-5.5	-31
12	CCc1cc(=O)oc2cc(C)cc(OC(C)C(=O)NCc3ccccn3)c12 (stereo not given)	2	5	-6	5	-1.0	6	-4	3	-1.0	-13
13	O=C1c2ccccc2C(=O)N1CCCCNc1ccccc1	2	-3	0	9	-0.1	-3	2	nt	0.7	-2
14	O=C(Cn1cc(C(=O)c2ccco2)c2ccccc21)NC1CCCCC1	-2	4	-1	-1	0.6	-14	4	-4	0.3	-7
15	O=c1[nH]cnc2c([N+](=O)[O-])cccc12	nt	2	10	-6	-2.2	-10	-12	-12	-0.9	-1
16	CC(OC(=O)c1c2c(nc3ccccc13)/C(=C\c1ccc3c(c1)OCO3)CCC2)C(=O)Nc1ccc(S(N)(=O)=O)cc1 (stereo not given)	nt	0	115*	-7	-4.9	2	-7	-1	0.8	1
17	Cc1nc(CNS(=O)(=O)c2cc(C)c(C)cc2C)cs1	0	-4	-1	-1	0.7	-3	-12	1	0.0	2
18	Fc1ccc(-n2nnc(-c3ccnc4ccccc34)n2)cc1	?	-3	-4	2	-0.1	nt	7	-2	-0.7	4
19	N#Cc1c(N)n(CCNC(=O)c2cccs2)c2nc3ccccc3nc12	nt	1	-4	-5	0.7	-5	-315	-4	-2.7	-12
20	O=C(c1cccs1)N(Cc1ccccn1)Cc1ccco1	-3	-6	-4	1	1.1	-1	1	1	0.3	3
21	COc1ccc(CC(=O)OCC(=O)N(CC(C)C)c2c(N)n(Cc3ccccc3)c(=O)[nH]c2=O)cc1	-3	0	7	-10	-1.9	3	-1	0	-1.4	7
22	CCCn1c(SC(C(=O)Nc2cccc(OC)c2)c2ccccc2)nc2ccccc2c1=O (stereo not given)	nt	-2	2	-11	0.7	-5	4	-2	0.6	-3
23	CCCCCC(=O)Nc1cccc(C2=NOC3(C2)C[C@@H](C(N)=O)N(C(=O)c2ccc(Cl)cc2)C3)c1 (stereo not given in full)	-3	0	-1	9	0.3	-6	9	-4	-1.1	-8
24	COc1ccc(-c2noc(CCCC(=O)NCC3CCCO3)n2)cc1 (stereo not given)	-4	6	5	-6	-0.4	-4	-10	-2	-1.7	-1
25	COc1ccccc1-c1nnc(SCC(=O)NCc2cccs2)n1N	-1	3	8	-4	0.5	7	-2	-1	-0.9	-4
26	CCOC(=O)c1c(-c2ccccc2)oc2ccc(OCC(N)=O)cc12	5	-2	0	10	-1.0	3	2	-4	-3.5	-28
27	O=C(NCCCN1CCOCC1)c1cc(-c2ccc(Br)cc2)on1	nt	-1	0	2	-1.2	5	2	nt	-1.8	-16
28	COc1ccc(/C=C/C(=O)O)cc1S(=O)(=O)NC1CCS(=O)(=O)C1 (stereo not given)	2	0	3	6	-1.4	6	10	-1	-2.5	-4
29	CCOCCCNC(=O)c1cc2c(=O)n3ccccc3nc2s1	7	2	1	-3	1.7	19	4	-3	0.7	-4
30	COC(=O)[C@@]1(Cc2ccccc2)[C@H]2C(=O)N(C)C(=O)[C@H]2[C@H]2CN=C(SCC(=O)c3ccccc3)N21	-2	-3	1	-1	-2.6	8	-8	-6	-0.4	-4
31	O=C(COc1ccccc1)N=C1SC2CS(=O)(=O)CC2N1c1ccccc1F (stereo not given)	0	-2	-5	-8	0.6	3	5	4	-1.4	-2
32	COCCOC1CCN(C(=O)C2CCC(=O)N(CCc3cccc(F)c3)C2)CC1 (stereo not given)	3	-2	1	1	0.8	2	-3	-9	-0.4	2
33	C=CCOC(=O)C1=C[C@H](c2csc3ccccc23)[C@@H](CCCO)[C@H](OCC)O1	-5	6	-1	-1	0.1	nt	10	-4	-1.8	7
34	Cn1c(COc2ccc(Cl)cc2)nnc1SCC(=O)NC1CC1	-2	-1	-6	4	0.3	5	2	-6	-1.1	4
35	COc1ccc2nc(SCc3nc(N)nc(Nc4ccccc4)n3)[nH]c2c1	nt	-1	12	10	0.8	26	16	-4	-1.1	8
36	O=C1C(=O)N(CCCn2ccnc2)C(c2ccc(Br)cc2)/C1=C(\O)c1ccc2c(c1)OCCO2 (stereo not given)	3	2	3	0	1.1	0	8	nt	-0.5	-3
37	CCC1Nc2ncnc(N3CCN(c4ccccc4)CC3)c2N(Cc2ccccc2)C1=O (stereo not given)	1&1	-4	4	0	4.7	2	10	-1	-0.6	-1
38	COc1ccc(CCNS(=O)(=O)c2ccc3c(c2)OCCO3)cc1OC	3	2	0	-8	0.8	nt	-1	-2	-2.8	-12
39	COc1ccc([N+](=O)[O-])cc1NC(=O)c1cccnc1	0	2	-3	3	1.6	-3	-1	2	0.1	-8
40	O=S(=O)(c1cc(Cl)ccc1Cl)n1nnc2ccccc21	-1	1	3	3	-2.0	-3	14	-7	-1.5	8
41	COC(=O)c1c(N)c2ccccc2[nH]c1=O	nt	2	3	8	-1.1	-3	12	nt	-1.9	-1
42	COc1ccccc1C(=O)NCCC(=O)NCC(c1ccccc1)N(C)C (stereo not given)	1	1	0	-3	0.4	-4	-8	-6	-0.3	-2
43	COc1ccc(C(=O)OCC(=O)NC2CC2)cc1S(=O)(=O)Nc1ccc(C)cc1	-1	-3	4	-1	0.3	3	11	-3	-0.3	-10
44	CSc1ccc(C(=O)C2CCCN(C(=O)c3nonc3C)C2)cc1 (stereo not given)	0	-2	-3	1	-0.9	3	1	0	-2.6	-4
45	COCCOc1cnn(-c2cc(Oc3ccc(C)cc3)ncn2)c(=O)c1Cl	nt	-2	1	5	2.9	-2	-12	-4	-1.4	4
46	COc1cc(C(=S)N2CCOCC2)cc(OC)c1OS(=O)(=O)c1ccc(C)cc1	-4	2	-3	-44	-1.0	nt	-3	-6	-0.7	-1
47	CCOC(=O)c1c(NC(=O)CCC(=O)N2CCOCC2)sc2c1CC(C)(C)OC2	12	0	-4	-10	0.7	-1	2	-4	-1.4	-7
48	COc1ccccc1NC(=S)N/N=C1\CC(C)(C)Oc2ccc(O)cc21	-1	1	2	-1	-2.3	5	6	nt	0.2	7
49	CCOC(=O)C1=C(COc2ccccc2)NC(=O)NC1c1cccc([N+](=O)[O-])c1 (stereo not given)	-4	-5	-8	-19	-4.6	20	7	0	-1.2	6
50	Cc1ccc(NC(=S)Nc2cccc(-c3n[nH]c(=S)o3)c2)cc1	18	1	2	8	-0.8	nt	8	-1	-0.2	5
51	COc1ccc2c(Cl)c(C(=O)NCCCn3ccnc3)sc2c1	nt	-3	-6	-3	0.7	24	6	nt	-0.8	-10
52	CCN(CC)C(=O)C(=O)c1cccn1-c1cccc(-n2cccc2C(=O)C(=O)N(CC)CC)c1C#N	nt	-1	3	0	1.2	-3	3	0	-4.2	-4
53	CC1CC(C)CN(CC(C)(C)NS(=O)(=O)c2ccccc2)C1 (stereo not given)	nt	-1	1	5	6.1	3	4	-4	0.3	3
54	Cc1sc2nc(CSCC(=O)NC3CCCCC3)[nH]c(=O)c2c1C	-1	-1	3	-3	-1.2	-2	4	-5	-2.0	-10
55	CNC(=O)[C@@]1(C)C=C[C@@H](Cc2ccccc2)N1C(=O)OC	10	4	3	-23	-1.2	17	-8	-4	0.4	-4
56	O=C(Nc1ccc(Oc2ccc(Br)cc2)cc1)C1=CC=CN2CCS(=O)(=O)N=C12	1	-4	-1	1	1.0	15	-1	-5	-0.2	-12
